# Screening results (PubChem BioAssay)
# PTAP TSG101 blk = qHTS Assay for Iinhibitors of HIV-1 Budding by Blocking the Interaction of PTAP/TSG101. Potency, µM (highest dose often 115 µM), for the others: top-dose activity change, negative = inhibition, actives largely listed as inhibitors. Tumor susceptibility gene 101 protein (Homo sapiens), Q99816. Fluorescence polarization, FITC-PTAP peptide / Tsg101 binding. AID 493005, 2010. 340,000 tested, under 10 active; active = well fitted inhibition curve with a large enough effect in the main read-out, with a control signal flat, not every such curve was filed as active; inconclusive = small, poorly fitted or top-dose-only effect, or effect the other way, or a change in a side signal; inactive = no such curve, though single readings can be large or run the other way; note: potency is the fitted concentration of half-maximal effect; % of control where 0% means no effect
#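 Tsg101 binding domain (10 uM final) was mixed with compound and a FITC-labeled PTAP peptide (50 nM final) in HEPES pH 7.5 buffer with NaCl, Tween 20, EDTA and TCEP; fluorescence polarization was read after 20 min at r.t.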
# A-T KAP1 phos = qHTS Assay for Identifying a Potential Treatment of Ataxia-Telangiectasia | […] A-T fibroblasts, KAP-1 phosphorylation AlphaLISA; neocarzinostatin DNA damage 30 min before lysis | Potency, µM (highest dose often 57.5 µM), without a hit: at the highest dose activation, actives largely listed as activators | hit rate 0.19% among 320,000; note: potency is the fitted concentration of half-maximal effect; % of control where 0% means no effect; nearly all actives have a fitted effect of over 45% in size
#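 ATM-like activity read as KAP-1 phosphorylation via AlphaLISA donor/acceptor antibody pairs after lysis and 6 hr at 25C. Cells were ATM-null patient fibroblasts ([…], hTERT), dosed 60 min, then exposed to the DSB inducer NCS for 30 min.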
# Integrin act MD = qHTS for Activators of Integrin-Mediated Alleviation for Muscular Dystrophy. alpha7betagal myoblasts, beta-gal FDG fluorescence, 48 h. AID 624291, 2012. hit rate 0.064% among 350,000. Potency, µM (doses to about 38.3 µM), for the others: top-dose activation, actives largely listed as activators;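 note: potency is the fitted concentration of half-maximal effect; 100% = response of the positive control SU9516; nearly all actives have a fitted effect of over 60% in size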
#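 Alpha7betagal+/- myoblasts (passage 13) were plated 16-24 hr, then exposed to compounds (1:260 dilution of DMSO stock) for 48 hours at 37C. After MPER lysis, β-galactosidase reporter activity was read as FDG fluorescence (ex 480/em 540) after 30 minutes.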
# ELG1 repair inh = qHTS screen for small molecules that inhibit ELG1-dependent DNA repair in human embryonic kidney (HEK293T) cells expressing luciferase-tagged ELG1; HEK293T ELG1-luciferase reporter, luminescence, 16 h; DNA damage induced by 5-fluorouridine; Potency, µM (top dose mostly 46.1 µM), without a hit: top-dose activity change, negative = inhibition, actives largely listed as inhibitors; hit rate 2.3% among 330,000; AID 504467, 2011; note: potency is the fitted concentration of half-maximal effect; % is set by controls: 0 for no effect and ±100 for the full control effect; nearly all actives have a fitted effect of over 55% in size
#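 Quantitative HTS, concentration-response format. 2,000 cells/well co-treated with 5-fluorouridine and compound, 16 hr in 5% CO2 at 37 °C; ONE-Glo luminescence read after 30 min.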
# p53 reactivator = qHTS assay for re-activators of p53 using a Luc reporter | H1299 p53-A138V BP100-luciferase reporter, luminescence, 24 h | Potency, µM (series often up to 92.2 µM), for the others: at the top dose activity change, positive = activation, actives largely listed as activators | hit rate 0.063% among 320,000 | AID 504706, 2011; note: potency is the fitted concentration of half-maximal effect; % of control where 0% means no effect; nearly all actives have a fitted effect of over 45% in size
#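 H1299 (p53-null), stable ts p53-A138V + BP100-Luc; 1000 cells/well, Opti-MEM/10% FBS; cpd 4 pt, 1:5; 24 h, 37 deg C, 5% CO2; detection reagent 10 min RT; luminescence.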
# TCR activator = Activators of T cell receptors: qHTS campaign; Potency, µM (series often up to 9.22 µM), inactives show at the highest dose activation of IL-2 secretion, most hits filed as activators; 330,000 tested, under 10 active; primary human leukocytes, anti-CD3, IL-2 HTRF, 48 h; note: % of control where 0% means no effect
#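 HTRF read-out of IL-2 secretion: europium cryptate donor excited at 320nm, d2 acceptor emission at 665nm. Cells were primary human leukocytes incubated 48 hr with compounds and a-CD3 beads, supplying TCR signal only.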
# MLL CXXC-DNA inh = qHTS Fluorescence Polarization Assay for Inhibitors of MLL CXXC domain - DNA interaction; Histone-lysine N-methyltransferase 2A (Homo sapiens), Q03164; MLL-CXXC / FITC-HOXA9 DNA fluorescence polarization; Potency, µM (series often up to 115 µM), for inactives: at the top dose activity change, negative = inhibition, usual class: inhibitors; hit rate 0.037% among 290,000; active = well fitted inhibition curve with a large enough effect in the polarisation, with a control signal flat, not every such curve was filed as active; inconclusive = small, poorly fitted or top-dose-only effect, or effect the other way, or a change in a side signal; inactive = no such curve, though single readings can be large or run the other way; the % refers to the polarisation; note: potency is the fitted concentration of half-maximal effect
#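 Purified MLL-CXXC (added from a 7 uM solution) was preincubated 5 min at ambient with pinned compounds in 50 mM Tris-HCl pH 7.5, 50 mM NaCl, 1 mM DTT, 0.05% BSA. Fluorescein-labeled HOX-A9 DNA (50 nM solution) followed, 30 min, then polarization read.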
# TRPV1 agonist = HTS Assay for Compounds that Act as Agonists of the Vanilloid Receptor 1. Transient receptor potential cation channel subfamily V member 1 (Homo sapiens), Q8NER1. TRPV1-expressing cells, Fluo-8 calcium influx, agonist mode. activation, % at 8.33 µM. hit rate 0.19% among 320,000; in the data active = activation above about 80%; inconclusive = between about 30% and that limit; note: 0% is about no effect
# Target sequence (Q8NER1 whole entry, looked up): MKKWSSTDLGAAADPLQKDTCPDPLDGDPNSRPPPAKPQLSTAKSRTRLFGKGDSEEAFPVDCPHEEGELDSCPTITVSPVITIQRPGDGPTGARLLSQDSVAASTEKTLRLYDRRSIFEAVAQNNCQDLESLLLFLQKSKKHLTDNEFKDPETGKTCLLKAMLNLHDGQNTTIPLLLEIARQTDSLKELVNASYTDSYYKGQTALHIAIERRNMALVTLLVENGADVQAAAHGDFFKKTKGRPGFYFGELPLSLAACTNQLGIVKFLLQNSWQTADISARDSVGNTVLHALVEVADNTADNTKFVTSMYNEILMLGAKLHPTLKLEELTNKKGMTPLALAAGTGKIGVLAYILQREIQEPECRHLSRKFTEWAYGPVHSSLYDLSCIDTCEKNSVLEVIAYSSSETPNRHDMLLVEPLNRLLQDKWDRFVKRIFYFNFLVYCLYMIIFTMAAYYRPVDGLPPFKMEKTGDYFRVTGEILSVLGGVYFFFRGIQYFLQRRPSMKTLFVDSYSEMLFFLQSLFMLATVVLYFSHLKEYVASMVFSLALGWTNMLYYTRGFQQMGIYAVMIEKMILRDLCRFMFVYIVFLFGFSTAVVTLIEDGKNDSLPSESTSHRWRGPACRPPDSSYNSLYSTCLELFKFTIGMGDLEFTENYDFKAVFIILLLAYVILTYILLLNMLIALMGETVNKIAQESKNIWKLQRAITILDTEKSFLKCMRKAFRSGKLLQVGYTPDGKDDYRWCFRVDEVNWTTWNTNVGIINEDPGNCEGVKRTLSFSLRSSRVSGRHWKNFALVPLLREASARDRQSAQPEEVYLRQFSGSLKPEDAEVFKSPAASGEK
#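 TRPV1-expressing cells were cultured overnight at 35.5C and loaded with Fluo-8 calcium dye for 40 to 90 min at room temperature. After a 10 s baseline, compound was added and calcium influx was read kinetically for 3 min (ex 480/em 520 nm).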
# BRCA1 expr act = qHTS Assay to Identify Small Molecule Activators of BRCA1 Expression | MCF7-BRCA1-FFLuc reporter, luminescence, 48 h; response scale: scaled: vehicle 0%, 10 µM genistein 100% | Potency, µM (top dose mostly 46.1 µM), for the others: top-dose activation, most hits filed as activators | hit rate 1.1% among 380,000 | AID 624202, 2012; note: potency is the fitted concentration of half-maximal effect; nearly all actives have a fitted effect of over 80% in size; some results filed as inactive show a strong effect at the top dose
#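 Activators of BRCA1 expression were detected as increased firefly luciferase luminescence in engineered MCF7 cells after 48 h compound incubation. Signals were scaled to genistein 10 microM as full activation.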
# B2AR arrestin = qHTS assay of beta-arrestin-biased ligands of beta2-adrenergic receptor; Beta-2 adrenergic receptor (Homo sapiens), P07550; beta-arrestin recruitment to beta2AR, cell-based reporter; Potency, µM (titrated, usually from 46.1 µM), inactives show at the top dose activation, most hits filed as activators; hit rate 0.02% among 330,000; AID 492947, 2010;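 note: potency is the fitted concentration of half-maximal effect; 0% = DMSO controls and full agonism = EC100 isoproterenol or metaproterenol; nearly all actives have a fitted effect of over 65% in size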
# * hit, by the source's call; ? = inconclusive; . = no result given; [ ] = dose if it differs, or a comment. Unless noted, calls come from the whole dose curve; as a rule, active = well fitted curve in the direction sought with a large enough effect; inconclusive = small, poorly fitted or top-dose-only effect, or another doubt; inactive = no such curve, though single readings can be large; an effect the other way counts as inactive or inconclusive. Rows are unselected; about 3.8% have a hit in one of these screens.
# Values run as follows: TCR activator	Integrin act MD	p53 reactivator	ELG1 repair inh	B2AR arrestin	A-T KAP1 phos	MLL CXXC-DNA inh	TRPV1 agonist	BRCA1 expr act	PTAP TSG101 blk
CCCCOC(=O)Nc1ccc(C)c(Cl)c1
 : 12%	-8%	13%	?	-0.2%	10%	-18%	22	?	4%
CN(C)CCC(=O)C(Cc1ccccc1)c1ccccc1 (stereo unspecified)
 : -1%	-54%	.	.	.	.	.	.	-93%	1%
CN(Cc1ccccc1)C(=O)[C@H]1CCC(=O)N1Cc1ccco1
 : -6%	5%	-2%	-1%	0.0%	-5%	-26%	-1	11%	1%
Cc1ccc(-n2c(Cc3cccn3C)nnc2SCC(=O)Nc2ccc3c(c2)OCO3)cc1
 : 8%	-39%	5%	-19%	-0.4%	-1%	1%	-2	-15%	-4%
COc1ccc(C(C)=O)cc1CN1C(=O)NC(CC(C)C)C1=O (stereo unspecified)
 : 1%	4%	-1%	?	0.5%	-3%	-2%	0	13%	-2%
CC(=O)N1CCN(C(=O)c2cc(-c3ccc(Cl)s3)nc3ccccc23)CC1
 : 3%	-9%	-7%	-1%	0.4%	7%	.	29	11%	1%
CCOC(=O)c1c(C)n(C)c2cc(CN(C)C)c(O)c(S(=O)(=O)c3ccccc3)c12
 : -11%	-19%	8%	?	0.0%	3%	-2%	3	-16%	-3%
COc1ccccc1N1CCN(C(=O)CCCCn2c(=O)[nH]c3ccsc3c2=O)CC1
 : -1%	-9%	1%	?	-0.3%	-2%	-2%	.	0%	-4%
COc1ccc(C(=O)NCCCc2nc3ccccc3n2Cc2ccccc2C)cc1OC
 : -6%	-1%	-9%	?	0.2%	16%	18%	?	-17%	-5%
Cc1cccc(C(=O)OCC(=O)N2CCC(c3ccccc3)=N2)c1O
 : -22%	7%	4%	4%	0.2%	2%	.	5	-16%	1%
COc1ccc(CCNC(=O)Cn2nnc(-c3ccc(N4CCOCC4)cc3)n2)cc1OC
 : 2%	12%	9%	?	0.4%	6%	-2%	2	74%	-1%
CCOC(=O)N1CCN(C(=O)CCC(=O)N2CCOc3ccc(C)cc32)CC1
 : -6%	9%	-4%	-3%	-0.1%	7%	-7%	0	-10%	-4%
Cc1noc(C)c1COC(=O)[C@H](C)NS(=O)(=O)c1ccc(Cl)c(Cl)c1
 : 3%	1%	-7%	-7%	-0.1%	1%	12%	-3	-7%	-5%
CC1=C(CC(=O)c2ccccc2)C(=O)c2ccccc2C1=O
 : -15%	-54%[inhibitor]	-8%	?	-0.6%	30%	-5%	.	-100%	-3%
CCC(C)(NC(=O)CNC(C)=O)C(=O)NC1CCCCC1 (stereo unspecified)
 : -6%	3%	-5%	-11%	0.1%	2%	-3%	0	10%	-3%
O=C(COC(=O)c1ccc(Cl)cc1Cl)Nc1cccc(S(=O)(=O)NC2=NCCC2)c1
 : -7%	-29%	-9%	-9%	-0.8%	-1%	.	1	1%	-10%
CCCCc1nc2cc(C(=O)N(C)C(C)c3ccccn3)ccc2o1 (stereo unspecified)
 : 0%	21%	12%	?	0.0%	10%	0%	2	55%	1%
COc1ccc(N2CCN(C(=O)CCc3ccc(S(=O)(=O)NC(C)(C)C)cc3)CC2)cc1
 : -3%	9%	-5%	?	0.5%	23%	-4%	-3	3%	-2%
Cc1cc(=O)oc2c(C)c(OC(C)C(=O)NCCCN3CCOCC3)ccc12 (stereo unspecified)
 : 1%	2%	16%	-1%	0.0%	0%	8%	-1	-11%	-4%
COc1ccc(S(=O)(=O)NCc2ccc(C(=O)NCCCN3CCCC(C)C3)cc2)cc1 (stereo unspecified)
 : 2%	?	0%	21%	0.0%	3%	3%	-4	5%	-1%

# 3 of the entries above in order of their number in TRPV1 agonist, largest number first:
compound	TRPV1 agonist
CCCCOC(=O)Nc1ccc(C)c(Cl)c1	22
COc1ccc(C(C)=O)cc1CN1C(=O)NC(CC(C)C)C1=O (stereo unspecified)	0
Cc1cc(=O)oc2c(C)c(OC(C)C(=O)NCCCN3CCOCC3)ccc12 (stereo unspecified)	-1

# Further results follow:
# Values run as follows: TCR activator	Integrin act MD	p53 reactivator	ELG1 repair inh	B2AR arrestin	A-T KAP1 phos	MLL CXXC-DNA inh	TRPV1 agonist	BRCA1 expr act	PTAP TSG101 blk
CC(C)c1ccc2[nH]c3c(c2c1)CCCC3=O
 : 0%	-17%	7%	?	0.2%	-3%	1%	?	-25%	0%
CCOC(=O)C1C(c2ccc(OC)cc2)N(C)OC1(O)C(F)(F)F (stereo unspecified)
 : -9%	7%	1%	11%	-0.3%	1%	4%	-1	42%	-4%
O=C(CC1C(=O)NCCN1Cc1ccccc1C(F)(F)F)NCCN1CCOCC1 (stereo unspecified)
 : 0%	0%	1%	1%	-0.4%	6%	1%	-3	-8%	-7%
COc1ccc(C(C#N)=Cc2ccc(NC(C)=O)cc2)cc1
 : -3%	30%	.	.	.	.	.	.	30%	-2%
Cc1cccc(NS(=O)(=O)c2cc(C(=O)N3CCOCC3)ccc2Cl)c1
 : .	8%	0%	?	0.0%	-5%	-11%	-2	17%	-1%
O=S(=O)(c1ccc(SCc2ccccc2)nc1)N1CCCCCC1
 : .	12%	16%	?	0.4%	11%	.	10	34%	-2%
Cc1[nH]c2ccccc2c1C(c1ccccn1)N1CCCC1 (stereo unspecified)
 : 3%	-16%	1%	-2%	0.1%	-4%	4%	2	-9%	1%
CS(=O)(=O)N1CCN(S(=O)(=O)c2ccccc2[N+](=O)[O-])CC1
 : 0%	-15%	8%	?	-1.0%	-3%	5%	0	14%	-7%
COc1ccccc1N(CC(=O)Nc1ccccc1C(F)(F)F)S(=O)(=O)c1cccs1
 : .	0%	-10%	-18%	-1.2%	-5%	.	.	8%	2%
COc1ccc(/C=C/C(=O)OCC(=O)Nc2ccc3[nH]c(=O)[nH]c3c2)cc1OC
 : .	13%	8%	-4%	0.4%	-8%	.	-2	-8%	-3%
CC(SCc1ccccc1)C(=O)NC1CCCC1 (stereo unspecified)
 : -4%	3%	2%	19%	-0.6%	1%	4%	7	2%	-4%
Cc1ccc2c(c1)N(CCCC(=O)NCCC1=CCCCC1)C(=O)CO2
 : 2%	-7%	15%	-10%	0.1%	6%	-2%	18	-16%	-8%
CCCC(=O)N(c1ccc(OC)cc1)C1C=CS(=O)(=O)C1 (stereo unspecified)
 : .	13%	5%	2%	-0.2%	11%	5%	.	4%	-4%
CC(C)c1cc(C(=O)NCCc2ccccc2)no1
 : -1%	12%	30%	?	0.3%	-6%	-14%	?	?	-6%
N/C(=N\OC(=O)c1cccc2ccccc12)c1ccncc1
 : 11%	-5%	?	?	0.1%	5%	-4%	23	8%	0%
O=C1CCCN1CCC(=O)N1CCCC(CO)(Cc2ccccc2)C1 (stereo unspecified)
 : 2%	-6%	28µM*	?	0.0%	-7%	42%[activator]	-4	3%	-8%
CC1=CC(C)[C@@H]2COC(c3ccc(O)cc3)[C@H]1C2C (stereo partly specified)
 : -2%	-2%	-1%	3%	-0.9%	27%	7%	2	-5%	-4%
Oc1ccc(/C=N/N2CCOCC2)c(O)c1O
 : -3%	-73%[inhibitor]	5%	-3%	-0.2%	-8%	10%	1	-7%	-2%
O=C(CN1C(=O)CSc2ccc(S(=O)(=O)N3CCCCCC3)cc21)NCCc1ccccc1
 : -2%	-5%	.	.	.	.	.	.	-8%	0%
COc1cccc(CN(C)C(=O)Cn2cc(C)c(=O)[nH]c2=O)c1
 : -4%	0%	.	.	.	.	.	.	43%	-1%
NC(=O)C(c1cccc(Cl)c1)c1ncc(C(F)(F)F)cc1Cl (stereo unspecified)
 : 2%	16%	7%	4%	-0.1%	8%	-9%	3	2%	-8%
COc1ccc(C(CC(=O)O)n2cnnn2)cc1 (stereo unspecified)
 : 3%	-2%	5%	5%	0.0%	-4%	7%	2	4%	2%
N#CC1=C2SCN(Cc3ccccc3)CN2C(=O)CC1c1ccc2c(c1)OCO2 (stereo unspecified)
 : 3%	-12%	8%	5%	-0.3%	0%	4%	0	-30%	4%
COc1ccc(CC(C)N2CCN(Cc3ccccc3)CC2)cc1OC (stereo unspecified)
 : -2%	-11%	.	2%	0.6%	-11%	35%[activator]	1	-37%	-3%
CC(CN1C(C)CCCC1C)OC(=O)c1ccccc1Br (stereo unspecified)
 : 7%	-16%	21%	0%	0.3%	2%	2%	2	-4%	-1%
